MEKK2wt PB1 HTS – modulators of MEK5 binding to wildtype MEKK2, primary screen, biochemical, multiplex bead flow cytometry, Alexa488-MEK5. Mitogen-activated protein kinase kinase kinase 2 (Homo sapiens), Q9Y2U5. Alexa488-MEK5 binding to MEKK2 WT; actives lie on both sides. binding response (% of control), % at 10 µM. actives 1.1% (n = 290,000). AID 1531, 2009; in the data active = binding response below about 67% or above about 130%
NS3 helicase inh – inhibitors of HCV NS3 helicase, primary screen, biochemical, Cy5 molecular beacon fluorescence; inhibition, % at 10.9 µM; NS3 helicase DNA unwinding; Hepatitis C virus NS3 helicase; actives 0.56% (n = 290,000);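 active = inhibition above the mean of all tested compounds plus 3 SD, set per campaign, cut at about 35% in these data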;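 note: 0% = DMSO wells and 100% = thioflavine S control wells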
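System: Hepatitis C virus NS3 helicase domain fragment enzyme | Reagent: Annealed dual-labelled DNA beacon duplex, ATP-started | Compound dosing: 10.9 µM single point, 0.8% DMSO | Incubation: 1 h reaction at 25 °C, ATP-initiated | Technique: Cy5 fluorescence | Evaluation: Percent inhibition from t60/t0 fluorescence ratio | Benchmarks: Low DMSO, high thioflavine S at 110 µM | Replication: Singlicate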
GalR3 antag – GalR3 antagonists in HEK293 cells, primary screen, cell-based, fluorescence readout. Galanin receptor type 3 (Homo sapiens), O60755. HEK293 GalR3-CNG cAMP membrane potential fluorescence; galR3 body fused to GalR1 C-terminus. inhibition, % at 3 µM. actives 0.44% (n = 360,000). AID 651719, 2012;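 active = inhibition above the screen-wide average plus 3 SD, cut at about 13% in these data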;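 note: forskolin and galanin both at EC90 stimulate the cells; cAMP rise reported by CNG channel membrane potential dye signal; 0% = forskolin plus galanin with DMSO and 100% = forskolin alone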
Target sequence (O60755 1-299 limits assumed): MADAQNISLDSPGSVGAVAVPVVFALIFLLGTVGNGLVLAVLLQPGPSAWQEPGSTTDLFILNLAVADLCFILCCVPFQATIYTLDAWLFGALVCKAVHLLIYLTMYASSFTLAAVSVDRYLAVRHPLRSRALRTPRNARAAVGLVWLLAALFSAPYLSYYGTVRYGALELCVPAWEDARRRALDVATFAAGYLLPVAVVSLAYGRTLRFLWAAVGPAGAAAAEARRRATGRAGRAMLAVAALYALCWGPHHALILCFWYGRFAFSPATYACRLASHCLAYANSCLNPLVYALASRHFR
DNA FID counter – compounds displacing fluorescent DNA intercalator, primary screen, artefact control for HCV NS3 helicase inhibitor project, biochemical, FID fluorescence; DNA fluorescent intercalator displacement; inhibition, % at 7.9 µM; actives 0.17% (n = 290,000); AID 1845, 2009; in the data active = inhibition above about 37%;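 note: 0% = vehicle and 100% = reference compound; higher means more ethidium bromide displaced from hairpin DNA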
CRFBP-R2 block – antagonists of CRF-BP/CRF-R2 complex, primary screen, cell-based, HEK293, calcium dye fluorescence, uHTS; actives 0.59% (n = 350,000); CRF-induced calcium fluorescence; AID 588475, 2011; inhibition, % at 11.8 µM;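 active = inhibition of the ligand-induced calcium signal above about 50% at the single tested concentration, limit read from the data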
MEKK2 mut-MEK5 – MEK5 binding signal on mutant MEKK2 PB1, primary screen, biochemical, multiplex bead flow cytometry, Alexa488-MEK5 | Alexa488-MEK5 binding to MEKK2 mutant | percent response, % at 10 µM | actives 0.35% (n = 290,000); in the data active = percent response above about 24%, passing the limit was not always enough; note: inactives centre near 1; some results filed as inactive read as strong as hits
MEKK3 PB1 HTS – modulators of MEKK3-MEK5 PB1 binding, primary screen, biochemical, wildtype MEKK3, multiplex bead flow cytometry, Alexa488-MEK5; Mitogen-activated protein kinase kinase kinase 3 (Homo sapiens), Q99759; bead-based flow cytometry, Alexa488-MEK5 binding to MEKK3; actives lie on both sides; 0 = blocked by unlabeled MEK5, 100 = vehicle; binding response (% of control), % at 10 µM; actives 1.4% (n = 290,000); AID 1529, 2009;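 active = binding response more than 3 SD above or below the average of its plate-row segment, actives on both sides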;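 note: Alexa488 bead fluorescence after subtracting the streptavidin-only scavenger bead signal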
Target sequence (Q99759 whole entry, looked up): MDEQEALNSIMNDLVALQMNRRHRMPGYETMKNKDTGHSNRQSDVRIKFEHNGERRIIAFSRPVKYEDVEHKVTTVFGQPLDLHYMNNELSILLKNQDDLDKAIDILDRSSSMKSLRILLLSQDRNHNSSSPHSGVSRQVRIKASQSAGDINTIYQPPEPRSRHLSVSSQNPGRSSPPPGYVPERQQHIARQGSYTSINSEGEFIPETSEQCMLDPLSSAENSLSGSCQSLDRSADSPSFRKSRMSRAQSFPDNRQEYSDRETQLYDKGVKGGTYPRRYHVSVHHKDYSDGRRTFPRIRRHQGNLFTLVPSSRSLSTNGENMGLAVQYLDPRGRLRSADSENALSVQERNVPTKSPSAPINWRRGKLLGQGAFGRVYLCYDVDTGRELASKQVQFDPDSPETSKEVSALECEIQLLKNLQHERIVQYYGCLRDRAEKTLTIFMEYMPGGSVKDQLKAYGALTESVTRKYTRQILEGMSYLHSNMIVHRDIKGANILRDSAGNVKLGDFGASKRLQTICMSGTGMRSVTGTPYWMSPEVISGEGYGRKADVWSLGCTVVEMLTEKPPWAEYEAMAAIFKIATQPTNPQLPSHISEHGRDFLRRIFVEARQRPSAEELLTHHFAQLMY
SUMO HTRF inh – inhibitors of in vitro SUMOylation cascade, primary screen, biochemical, HTRF, uHTS. SUMO-conjugating enzyme UBC9 (Homo sapiens), P63279. HTRF SUMOylation assay, SAE1/SAE2 + UBC9. inhibition, % at 35 µM. actives 0.36% (n = 290,000); in the data active = inhibition above about 50%, passing the limit was not always enough; note: strong numbers were not always called active
CRFR2-BP ag – agonists of CRF-BP/CRF-R2 complex, primary screen, cell-based, HEK293, calcium dye fluorescence, uHTS. CRF-binding protein / CRF receptor 2 complex (human). calcium dye fluorescence (FLIPR); percent of saturating CRF peptide response. activation, % at 13.2 µM. actives 0.46% (n = 350,000);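 active = activation of at least 50%, plus an integration ratio under a set limit after plate pattern correction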;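 note: plate controls were neutral control wells without compound for no effect and CRF at EC100 for full effect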
An asterisk follows results filed as active; . = not tested or not shown; & = joins results of further samples. The list is partial; the hit share may differ from the screen's.

The first 3 records, to show the layout:
SMILES	MEKK2wt PB1 HTS	NS3 helicase inh	GalR3 antag	DNA FID counter	CRFBP-R2 block	MEKK2 mut-MEK5	MEKK3 PB1 HTS	SUMO HTRF inh	CRFR2-BP ag
O=C(CN1CCN(Cc2ccccc2)CC1)Nc1ccccc1	107	8	-8	4	0	2	103	-7	-0.1
CCSc1nc(N2CCCCC2)c2c(c1C#N)CCCC2	103	0	0	0	-2	-1	104	8	1.4
NNC(=O)COc1ccc(-c2nccc(-c3ccc(F)cc3)n2)cc1	107	2	-14	-29	-3	1	104	-2	-1.3

Main list, from the first entry:
SMILES	MEKK2wt PB1 HTS	NS3 helicase inh	GalR3 antag	DNA FID counter	CRFBP-R2 block	MEKK2 mut-MEK5	MEKK3 PB1 HTS	SUMO HTRF inh	CRFR2-BP ag
O=C(CN1CCN(Cc2ccccc2)CC1)Nc1ccccc1	107	8	-8	4	0	2	103	-7	-0.1
CCSc1nc(N2CCCCC2)c2c(c1C#N)CCCC2	103	0	0	0	-2	-1	104	8	1.4
NNC(=O)COc1ccc(-c2nccc(-c3ccc(F)cc3)n2)cc1	107	2	-14	-29	-3	1	104	-2	-1.3
Cc1cc(C)c[n+](-c2nc3ccccc3nc2C(=C=[N-])C#N)c1	95&93	5&1	-4&-2	-2&-3	4&-17	-2&-3	100&93	11&4	-1.6&0.3
Cc1csc2ncc(C(=O)N3c4ccccc4CC3C)c(=O)n12 (stereo not drawn)	112	2	.	-8	-2	5	104	27	-0.7
COc1ccc(NC(=O)C(c2ccccc2)N(C)C(=O)CNC(C)=O)cc1 (stereo not drawn)	96	-2	-4	-2	-11	-5	102	9	-0.8
COc1ccc2c(C(=O)CCl)c[nH]c2c1	111	8	-1	1	10	3	106	25	-0.4
COc1cc(OC)cc(C(=O)N[C@H](C(=O)OCC(=O)Nc2cccc(F)c2)C(C)C)c1	98	-26	-10	-13	-22	-3	97	-5	0.7
COC(=O)Nc1cccn(Cc2c(Cl)cccc2Cl)c1=O	100	15	-3	-13	32	1	103	8	0.4
O=c1[nH]c2ccccc2cc1CN(Cc1ccco1)S(=O)(=O)c1ccc(F)cc1	97	2	-6	-29	-37	2	98	2	2.9
O=[N+]([O-])c1ccc2c(c1)Nc1nc3ccccc3nc1N2	109	3	-11	4	-16	4	106	-5	1.6
CN1C(=O)/C(=C/c2cccc(Cl)c2)Sc2ccc(C(=O)N3CCCC3)cc21	106	-9	-2	-46	-14	1	102	-9	-1.4
C=CCOC(=O)Nc1c(C(=O)OC)[nH]c2ccc(Cl)cc12	108	-5	-3	-2	-15	3	105	8	1.9
Cc1cccc(C2Nc3ccccc3C(=O)N2c2ccccc2)n1 (stereo not drawn)	103	0	-10	-5	1	8	103	28	-1.2
CCCC(=O)Nc1ccc(Sc2ccc([N+](=O)[O-])cc2)cc1	99	-4	-3	6	27	4	100	-2	1.1
O=C(COc1c(Cl)cccc1Cl)Nc1ccccc1N1CCCC1	105	-11	-1	-26	-42	2	102	0	1.8
Cc1cccc(NC(=O)C2CCCN(C(=O)Nc3ccc(F)cc3)C2)c1 (stereo not drawn)	107	-4	-9	-19	-24	6	101	-3	-0.2
CCOc1ccc([N+](=O)[O-])cc1CNC1CCCCCCC1	103	-2	-5	21	-19	0	102	1	-1.6
CC(=O)c1ccc(NC(=O)CCCN2C(=O)C(c3ccccc3)Oc3cccnc32)cc1 (stereo not drawn)	99	3	-4	-37	4	4	102	10	0.3
C/C(=N/NC(=O)CNC(=O)COc1cccc(C)c1)c1ccc(Cl)cc1	102	8	3	-25	2	4	102	12	0.8
CCOC(=O)C1=C(C)Nc2ncnn2C1c1ccccc1F (stereo not drawn)	112	0	-3	-6	11	10	109	2	-2.8
COc1ccc2c(C)c(CCC(=O)NCCCN3CCCC3=O)c(=O)oc2c1C	98	4	-6	-21	-9	1	100	21	-1.2
CCN1CC(CN(C)Cc2cn(-c3cccc(C)c3)nc2-c2cccc(F)c2)CC1=O (stereo not drawn)	109	-19	-6	-1	-14	7	106	-6	-2.7
CCOc1ccccc1C(C(=O)NC1CCCC1)N(Cc1ccco1)C(=O)CNC(=O)c1ccco1 (stereo not drawn)	89	-1	-3	-36	-4	1	76	-26	0.8
CC(=O)c1cccc(OCC(O)CN2CCN(C(=O)c3ccco3)CC2)c1 (stereo not drawn)	102	-3	-9	-11	5	0	101	-1	0.7
CCNc1nc(NC(C)C)nc(OCCOC(=O)Nc2ccccc2)n1	102	-4	-7	-23	-3	-2	105	-4	-1.3
COc1cccc(C(=O)C(C#N)=C(SC)SC)c1	98	12	-2	2	-9	5	103	-14	-0.3
O=[N+]([O-])c1ccc(/C=N/Nc2nc(N3CCCCC3)nc(N3CCCCC3)n2)cc1	99	7	-5	-7	3	-5	100	-11	0.9
O=C(NC1CCCC1)C(c1ccc(F)cc1)N(C(=O)c1csnn1)c1ccccc1 (stereo not drawn)	99	0	-8	-33	-3	1	100	7	-1.1
Cc1nc(-c2ccc(S(=O)(=O)Nc3cccc(Cl)c3)cc2)co1	98	-6	-10	-19	-7	-1	101	-8	-0.3
CCCn1c(CN2CCN(C(C)=O)CC2)nc2cc(S(=O)(=O)N(C)C)ccc21	95	-2	-6	-16	4	-5	97	8	0.8
Cc1cccc(C)c1NC(=O)c1cn(-c2ccccc2)nc1-c1ccccc1	94	-11	-5	-3	-1	-2	92	17	-4.6
CC(=O)Nc1nc(CC(=O)c2ccccc2)cs1	107	.	0	.	7	5	105	13	0.3
COc1ccc(N(C)C(=O)c2cc3c(s2)-c2ccccc2OC3)c(OC)c1	97	11	0	-34	4	-1	100	-18	-1.4
COc1cccc(C2CC(c3cccc(C)c3)n3ncnc3N2)c1 (stereo not drawn)	103	-8	2	-16	-18	3	101	1	4.7
O=C(c1ccccc1F)N1CCN(C2CCC(c3ccccc3)CC2)CC1 (stereo not drawn)	110	-3	-2	0	2	-6	103	2	-2.6
CCOC(=O)C1CCN(C(=O)COC(=O)c2cccc(F)c2)CC1	104	5	-3	-8	0	-1	106	17	1.3
N/C(=N\OC(=O)c1ccccc1Cl)c1cccc([N+](=O)[O-])c1	102	4	-9	8	-5	11	106	1	-0.5
CN(CC(=O)Nc1ccccc1Cl)C(=O)COC(=O)CNC(=O)c1ccc(Br)o1	111	2	-3	-4	7	8	110	.	0.3
Cc1ccc(S(=O)(=O)Oc2ccc(/C=N/N=C3/NC(=O)C(CC(=O)O)S3)cc2)cc1 (stereo not drawn)	.	.	-3	.	-3	.	.	7	-3.7

Two entries from above in a different format.
CCOC(=O)C1=C(C)Nc2ncnn2C1c1ccccc1F (stereo not drawn)
  MEKK2wt PB1 HTS: 112
  NS3 helicase inh: 0
  GalR3 antag: -3
  DNA FID counter: -6
  CRFBP-R2 block: 11
  MEKK2 mut-MEK5: 10
  MEKK3 PB1 HTS: 109
  SUMO HTRF inh: 2
  CRFR2-BP ag: -2.8

COc1ccc2c(C)c(CCC(=O)NCCCN3CCCC3=O)c(=O)oc2c1C
  MEKK2wt PB1 HTS: 98
  NS3 helicase inh: 4
  GalR3 antag: -6
  DNA FID counter: -21
  CRFBP-R2 block: -9
  MEKK2 mut-MEK5: 1
  MEKK3 PB1 HTS: 100
  SUMO HTRF inh: 21
  CRFR2-BP ag: -1.2

3 entries drawn at random from the list so far:
SMILES	MEKK2wt PB1 HTS	NS3 helicase inh	GalR3 antag	DNA FID counter	CRFBP-R2 block	MEKK2 mut-MEK5	MEKK3 PB1 HTS	SUMO HTRF inh	CRFR2-BP ag
CCSc1nc(N2CCCCC2)c2c(c1C#N)CCCC2	103	0	0	0	-2	-1	104	8	1.4
NNC(=O)COc1ccc(-c2nccc(-c3ccc(F)cc3)n2)cc1	107	2	-14	-29	-3	1	104	-2	-1.3
Cc1cc(C)c[n+](-c2nc3ccccc3nc2C(=C=[N-])C#N)c1	95&93	5&1	-4&-2	-2&-3	4&-17	-2&-3	100&93	11&4	-1.6&0.3

Additional structures:
SMILES	MEKK2wt PB1 HTS	NS3 helicase inh	GalR3 antag	DNA FID counter	CRFBP-R2 block	MEKK2 mut-MEK5	MEKK3 PB1 HTS	SUMO HTRF inh	CRFR2-BP ag
Cc1c(C(c2cccc(Br)c2)c2c(C)n(C)n(-c3ccccc3)c2=O)c(=O)n(-c2ccccc2)n1C	107	7	-2	-21	1	6	106	0	-2.5
CCCCC1(c2ccc(F)cc2)NC(=O)N(CC(=O)N2CCN(C(=O)c3ccco3)CC2)C1=O (stereo not drawn)	103	1	1	-34	-1	8	99	-3	1.1
COC(=O)c1cc(CNC(=O)c2ccc(O)c(Cl)c2)ccc1OC	90	-5	-3	-1	-8	-2	89	-4	-0.7
COc1cccc([C@@H]2Oc3ccc(OC)cc3C(=O)[C@H]2OC(=O)N[C@H](C)C2CCCCC2)c1	94	-4	.	-7	.	-5	97	-14	.
O=S(=O)(/C=C/c1ccccc1)Nc1cccc(S(=O)(=O)NC2=NCCC2)c1	93	1	-3	-7	-9	-7	99	16	-0.8

Three compounds from above, sorted by number of heavy atoms, falling:
SMILES	MEKK2wt PB1 HTS	NS3 helicase inh	GalR3 antag	DNA FID counter	CRFBP-R2 block	MEKK2 mut-MEK5	MEKK3 PB1 HTS	SUMO HTRF inh	CRFR2-BP ag
Cc1c(C(c2cccc(Br)c2)c2c(C)n(C)n(-c3ccccc3)c2=O)c(=O)n(-c2ccccc2)n1C	107	7	-2	-21	1	6	106	0	-2.5
O=S(=O)(/C=C/c1ccccc1)Nc1cccc(S(=O)(=O)NC2=NCCC2)c1	93	1	-3	-7	-9	-7	99	16	-0.8
COC(=O)c1cc(CNC(=O)c2ccc(O)c(Cl)c2)ccc1OC	90	-5	-3	-1	-8	-2	89	-4	-0.7

Source: PubChem BioAssay
